High-throughput results (PubChem BioAssay)
KCNQ2 inh = KCNQ2 potassium channel inhibitors, primary screen, cell-based, CHO-K1, FluxOR thallium flux, B-score (AID 2156) | B-score at 10 µM | 20 min; stronger effect = lower value | 310,000 tested, 1.1% active | Potassium voltage-gated channel subfamily KQT member 2 (Rattus norvegicus), O88943;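 active = fluorescence ratio B-score at most minus 3 library SDs, with starting brightness B-score within 2 library SDs, cut at about -5.5 in these data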
Kir21 inh = inhibitors of mouse Kir2.1 inward-rectifier potassium channel | Inward rectifier potassium channel 2 (Mus musculus), P35561 | HEK293-Kir2.1, FluxOR thallium flux fluorescence; stronger effect = lower value | B-score at 10 µM | 310,000 tested, 0.85% active | AID 1672, 2009;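 active = fluorescence ratio B-score at or below minus 3 SD of library scores, with starting-brightness B-score within 2 SD, cut at about -4.2 in these data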;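 also: channel flux triggered by added potassium and thallium sulfate stimulus; B-score of peak minus minimum fluorescence over baseline after thallium stimulus; more negative B-score means stronger Kir2.1 block with less thallium influx; some compounds called inactive have numbers as strong as hits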
Target sequence (P35561 whole entry, looked up): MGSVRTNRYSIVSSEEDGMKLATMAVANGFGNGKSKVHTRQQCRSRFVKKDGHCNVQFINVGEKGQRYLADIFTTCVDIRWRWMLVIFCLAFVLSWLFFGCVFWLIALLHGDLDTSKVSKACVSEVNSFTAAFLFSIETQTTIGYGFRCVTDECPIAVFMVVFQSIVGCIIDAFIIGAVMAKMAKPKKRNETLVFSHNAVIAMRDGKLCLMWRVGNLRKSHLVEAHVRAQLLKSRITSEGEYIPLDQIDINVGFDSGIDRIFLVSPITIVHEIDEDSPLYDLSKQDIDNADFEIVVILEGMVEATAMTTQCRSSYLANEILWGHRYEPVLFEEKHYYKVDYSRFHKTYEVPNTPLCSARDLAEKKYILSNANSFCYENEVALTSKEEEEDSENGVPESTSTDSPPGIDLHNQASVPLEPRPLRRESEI
* hit, by the source's call; i = inactive.

KCNQ2 inh	Kir21 inh	SMILES
i	-0.27	Cc1cc(CNC(=O)COc2ccc([N+](=O)[O-])cc2)c2ccccc2n1
i	-0.23	CCNc1nc(Cl)nc(NCc2ccccc2)n1
i	0.47	Cc1ccc(NC(=S)N=Nc2c(O)n(C)c3ccc(S(=O)(=O)N4CCOCC4)cc23)cc1C
i	0.21	COc1ccc(C(=O)Nn2c(CC(C)C)nc3cc(Cl)ccc3c2=O)c(OC)c1
i	-2.91	CCOC(=O)N1CCC(=NNC(=O)NC2CCCCC2)CC1
i	-3.92	Cc1cc(C)cc(NC(=O)N2CCN(C/C=C/c3ccccc3)CC2)c1
i	-1.38	S=C(N/N=C/c1cccc2ccccc12)Nc1cccc(Cl)c1
i	0.71	O=C(Cc1ccccc1)N1CCC(C(=O)N2CCN(c3ccc(F)cc3)CC2)CC1
i	-0.04	Cc1ccc(C(=O)Nc2nnc(-c3ccco3)o2)cc1C
i	2.13	CCOC(=O)c1sc2nc(C)c3c(c2c1N)CC(C)(C)OC3

Carrying on.
KCNQ2 inh	Kir21 inh	SMILES
i	-2.35	CCOC(=O)CNC(=O)N1c2ccccc2Sc2ccccc21
i	0.68	Cc1cc(NC(=O)CN2CCCC(C)C2)no1 (stereo not given)
i	0.74	COc1ccc(CCN2CCCC(CN(C)C(=O)c3ccoc3C)C2)cc1 (stereo not given)
i	0.37	Cc1cc(C)cc(C(=O)NCC(=O)OCC(=O)NCC(F)(F)F)c1
i	-1.53	COc1ccccc1CCNC(=O)C1CCCO1 (stereo not given)
i	0.09	CN(C)c1nccc(N(Cc2ccccc2)Cc2ccccc2)c1C#N
i	-0.41	CCOc1ccc(Br)cc1CC(=O)O
i	0.39	CCCC(=O)NC(=S)Nc1ccccc1C(=O)OC
i	-1.96	CN(C)CCNC(=O)/C(=C/c1ccc(-c2cccc([N+](=O)[O-])c2)o1)NC(=O)c1ccccc1
i	-0.14	Cc1ccc(S(=O)(=O)CCC(=O)Oc2ccc3c(C)cc(=O)oc3c2)cc1

(cont.)
KCNQ2 inh	Kir21 inh	SMILES
i	0.02	Cc1ccccc1NC(=O)c1ccccc1O
i	-1.27	Cc1ccc(OCCCCCN2CCOCC2)c(Cl)c1
i	-0.1	CCN(CC(=O)Nc1ccccc1C(F)(F)F)C(=O)C1=COCCO1
i	-0.24	CCCSc1nc(C)c(C(C)=O)cc1C#N
i	-1.49	O=C(Nc1ccc[n+](CC(=O)c2cccc3ccccc23)c1)c1ccccc1
i	-0.23	C=CCn1c(SCC(=O)NCC(=O)OCC)nnc1-c1ccccn1
i	0.03	NC(=O)C1CCN(C(=O)CSc2nc3c(c(-c4ccccc4)n2)CCCC3)CC1
i	-1.01	Cn1c(N)c(C(=O)COC(=O)CCc2c[nH]c3ccccc23)c(=O)n(C)c1=O
i	-1.65	CCN(CC1CCCO1)C(=O)c1cc(COc2ccc(F)cc2F)on1 (stereo not given)
i	0.37	CC1CN(S(=O)(=O)c2ccc(C(=O)Nc3ccc(S(=O)(=O)Nc4ncccn4)cc3)cc2)CC(C)O1 (stereo not given)

(more compounds)
KCNQ2 inh	Kir21 inh	SMILES
i	-1.38	CCCCC(=O)Nc1nc(C)c(-c2csc(Nc3cc(OC)ccc3OC)n2)s1
i	0.9	CCn1c2ccccc2c2cc(NC(=O)Cc3ccc(S(=O)(=O)N4CCOCC4)s3)ccc21
i	1.86	CCCCSc1ncc(C(=O)OCC)c(N)n1
i	-0.91	Cc1cccc(N2CCN(CC(O)COCc3cccs3)CC2)c1C (stereo not given)
i	0.7	O=C(C1CCN(S(=O)(=O)c2ccc(F)cc2)CC1)N1CC=C(c2ccccc2)CC1
i	1.52	Cc1ccc(NC(=S)/C(=C(\[O-])c2ccc(C)c([N+](=O)[O-])c2)[n+]2ccccc2)cc1C
i	0.88	CCCNC(=O)/C(C#N)=C1\N=C(NC(=O)c2cccs2)c2ccccc21
i	-2.12	Cc1onc(-c2ccccc2)c1C(=O)Nc1ccccc1N1CCOCC1
i	-1.22	CCOc1ccc(NC(=O)COc2ccccc2)c([N+](=O)[O-])c1
i	2.39	CC(=O)NC(Cc1ccc(F)cc1)C(=O)NC1CCN(S(=O)(=O)c2ccccc2)CC1 (stereo not given)

Additional entries follow:
KCNQ2 inh	Kir21 inh	SMILES
i	-0.95	COc1ccc(NC(=O)CNC(c2ccccc2)c2ccccc2)cc1Cl
i	-0.55	COc1ccc(S(=O)(=O)NNC(=S)NCCc2ccccc2)c(OC)c1
i	0.75	O=C(Cc1ccccc1)c1ccccc1C(=O)N1CCCCC1
i	0.2	COc1ccc(/C=C2\N=C(C)OC2=O)cc1[N+](=O)[O-]
i	0	C/C(=N\Nc1nc(N2CCCCC2)nc(N2CCOCC2)n1)c1ccccc1O
i	0.22	COC(=O)CNC(=O)C1CC(=O)N(CCc2ccc(F)cc2)C1 (stereo not given)
i	0.01	COCc1cc(C)nc(SCC(=O)NCC2CCCO2)c1C#N (stereo not given)
i	-0.73	O=C1N=C(N2CCOCC2)S/C1=C\c1ccncc1
i	-1.5	Cc1cc(C(=O)c2ccccc2)nc2ccccc12
i	-0.36	COc1ccc(N2CCN(C(=O)Nc3ccc(S(=O)(=O)N(C)C)cc3)CC2)cc1

Grouped by structure: the entries above with an aryl thioether with sulfur outside any ring (five)
KCNQ2 inh	Kir21 inh	SMILES
i	-0.24	CCCSc1nc(C)c(C(C)=O)cc1C#N
i	-0.23	C=CCn1c(SCC(=O)NCC(=O)OCC)nnc1-c1ccccn1
i	0.03	NC(=O)C1CCN(C(=O)CSc2nc3c(c(-c4ccccc4)n2)CCCC3)CC1
i	1.86	CCCCSc1ncc(C(=O)OCC)c(N)n1
i	0.01	COCc1cc(C)nc(SCC(=O)NCC2CCCO2)c1C#N (stereo not given)

Continuation.
KCNQ2 inh	Kir21 inh	SMILES
i	1.41	COc1ccc(OC)c(/C=N/NC(=O)c2ccc(=O)[nH]n2)c1
i	2.84	COc1cccc(NC(=O)Cn2cc(C(=O)C3CC3)c3ccccc32)c1
i	0.18	CC(=O)c1cccc(CN2CCN(CCC(C)C)C(CCO)C2)c1 (stereo not given)
i	1.01	CCN(CC)CCNC(=O)CCc1n[nH]c(=O)c2ccccc12
i	0.37	COc1ccc(NS(=O)(=O)c2ccc(C)c(C(=O)N3CC(C)OC(C)C3)c2)cc1 (stereo not given)
i	0.57	c1ccc2c(-c3cncc4ccccc34)cncc2c1
i	1.87	CCn1cc(Br)c(C(=O)Nc2ccc(Cl)c(Cl)c2)n1
i	1.12	Cc1cc(C)cc(N(CC(=O)NCC2CCCO2)C(=O)CN2C(=O)COc3ccccc32)c1 (stereo not given)
i	0.84	COCOc1ccc(/C=C/C(=O)c2c(O)cc(OCOC)cc2OCOC)cc1
i	-0.09	Cc1ccc2c(c1)N(CCCC(=O)NCc1cccnc1)C(=O)CO2

Ordered by molar mass (smallest number first): three of the compounds above
KCNQ2 inh	Kir21 inh	SMILES
i	1.01	CCN(CC)CCNC(=O)CCc1n[nH]c(=O)c2ccccc12
i	1.87	CCn1cc(Br)c(C(=O)Nc2ccc(Cl)c(Cl)c2)n1
i	0.84	COCOc1ccc(/C=C/C(=O)c2c(O)cc(OCOC)cc2OCOC)cc1

(next part)
KCNQ2 inh	Kir21 inh	SMILES
i	1.08	O=C(CSc1ncnc2c1cnn2-c1ccc(F)cc1)NCC1CCCO1 (stereo not given)
i	2.09	COc1ccc(C(=O)O)cc1NCc1ccc(C)s1
i	-0.06	O=C(CN1C(=O)S/C(=C\c2ccc(F)cc2)C1=O)Nc1cccc(S(=O)(=O)NCc2ccco2)c1
i	0.63	CC(=O)Nc1nnc(-c2ccc3c(c2)CCCC3)o1
i	-0.62	COc1ccc(/C=C/C(=O)c2ccc(OC)cc2OC)cc1
-5.73*	-1.37	Cc1ccccc1NC(=O)/C=C/c1ccc([N+](=O)[O-])s1
i	0.99	COc1ccccc1Cc1nc(-c2ccc(Br)o2)no1
i	-0.41	O/N=C/C1=C(Cl)c2ccccc2CC1
i	0.86	O=C(Nc1ccc2c(c1)CCC2)C1CCCO1 (stereo not given)
i	0.7	O=C(COc1cccc(-n2cnnn2)c1)N1CCOCC1

(next part)
KCNQ2 inh	Kir21 inh	SMILES
i	1.83	COCCNC(=O)CCc1nnc(C2(c3ccc(Cl)cc3)CCC2)o1
i	0.57	Cc1cccc(N(C)S(=O)(=O)c2ccc3c(c2)C(C)(C)C(=O)N3C)c1
i	2.23	Cc1noc(C)c1CSc1ccccc1C(=O)N(C)CC(=O)Nc1cccc(F)c1
i	0.6	O=C(NC1CCCN(Cc2ccc(Cl)cc2)C1)c1c(F)cccc1F (stereo not given)
i	-0.42	Cn1c(SCC(=O)NCCN2C(=O)CSC2=O)nc2ccccc2c1=O
i	0.91	O=C(O)c1cc2n(n1)C(C(F)(F)F)CC(c1ccccc1)N2 (stereo not given)
i	-0.03	CSc1nsc(SCC(=O)N2CCc3ccccc32)n1
i	-0.06	O=C(O)c1cccc(Cn2cc(Br)cn2)c1
-8.59*	-1.07	N#C[C@H]1[C@H](c2ccccc2)[C@](C#N)(C(=O)c2ccccc2)[C@@H]2C=Cc3ccccc3N21
i	-0.47	CCOc1ccccc1N1CC(C(=O)N(Cc2nnc(-c3ccccc3Cl)o2)C2CC2)CC1=O (stereo not given)

Next structures.
KCNQ2 inh	Kir21 inh	SMILES
i	-1.84	O=C(O)C1CC1C(=O)Nc1cc(F)ccc1F (stereo not given)
i	0.33	CN(C)c1nc(N)ncc1-c1ccc(Oc2ccccc2)cc1
i	0.18	O=C(NNC(=O)c1csc(N2CCOCC2)n1)c1ccc(Cl)nc1
i	-0.15	Cc1c(CNC(=O)c2cnn3c2NC(c2ccccc2)CC3C(F)(F)F)cnn1C (stereo not given)
i	0.74	CS(=O)(=O)N(CC(=O)N/N=C/c1ccccc1C(=O)O)c1cccc(Cl)c1Cl
i	-0.47	CCOc1ccccc1/C=C/c1onc(C)c1S(=O)(=O)N1CCC(C(=O)N2CCCCCC2)CC1
i	1.55	CCC1CCCCN1C(=S)NC(=O)c1ccc([N+](=O)[O-])cc1 (stereo not given)
i	0.19	S=C(NCC1CCCO1)Nc1ccccc1 (stereo not given)
i	0.46	CCc1nn(CC(=O)N2CCN(C)CC2)c(=O)c2cccn12
i	-0.82	Cc1ccccc1C(=O)Nc1nc(-c2cccnc2)cs1

Further structures
KCNQ2 inh	Kir21 inh	SMILES
i	-0.13	COc1cc(SC)ccc1C(=O)N(CC(=O)Nc1ccccc1Br)Cc1ccco1
i	0	COc1ccc2c(-c3ccccc3)cc(SC(C)C(N)=O)nc2c1 (stereo not given)
i	-2.12	COc1ccc(OC)c(NC(=O)Nc2cccc(Cn3cccn3)c2)c1
i	-0.27	Cc1occc1-c1nnc(SCC(=O)N(C)c2ccccc2)n1C
i	0.33	CCCCn1c(N)c(N(CC(C)C)C(=O)c2cccc(S(=O)(=O)N(C)c3ccc(C)cc3)c2)c(=O)[nH]c1=O
i	-2.47	O=C(c1ccccc1)c1nc[nH]c1C(=O)Nc1ccccn1
i	-0.11	CC1(C)Oc2ccc(C(=O)NN)cc2NC1=O
i	-0.08	O=C(NC(=S)NC1CCSC1=O)c1ccc([N+](=O)[O-])cc1 (stereo not given)
i	2.04	O=C(NCCc1ccccc1)C1CCC(=O)N1CCc1ccccc1 (stereo not given)
i	0.82	NC(=O)c1cc[n+](Cc2ccccc2Cl)cc1

Next part:
KCNQ2 inh	Kir21 inh	SMILES
i	0.17	COc1ccc(CCNc2oc(-c3cccc4ccccc34)nc2P(=O)(OC)OC)cc1OC
i	1.3	Cn1c(SCC(=O)c2ccc3c(c2)Cc2ccccc2-3)nnc1-c1ccccc1
i	0.04	Cc1cc(C)n2nc(C(=O)Nc3ccc(N4CCOCC4)cc3)nc2n1
i	0.49	O=C(NC1CC1)c1nc2c(nnn2Cc2ccccc2Cl)c(=O)[nH]1
i	-0.01	CCC1(C)Cc2c(C#N)c(N)n(N)c(=S)c2CO1 (stereo not given)
i	0.34	CCN(CC)S(=O)(=O)c1cccc(C(=O)NC(Cc2c[nH]c3ccccc23)c2nnc3n2CCC3)c1 (stereo not given)
i	1.23	COc1cc(/C=N/n2c(C3CCCCC3)n[nH]c2=S)cc(OC)c1O
i	2.4	CCOc1ccc(OCC)c(NC(=O)C2CCCN(c3nc(C)cc(C)n3)C2)c1 (stereo not given)
i	0.09	CN(CC(=O)NC1CCCCC1)S(=O)(=O)c1ccc2c(c1)c(=O)n(C)c(=O)n2C
i	-1.07	CC(C)C(O)(C#CCN1CCCC1)c1ccccc1 (stereo not given)

Additional compounds follow.
KCNQ2 inh	Kir21 inh	SMILES
i	-0.75	O=[N+]([O-])c1ccc(/C=N/n2c(COc3ccccc3)n[nH]c2=S)cc1
i	-3.26	Cc1csc(NC(=O)c2ccc(N3CCCC3=O)cc2)n1
i	-3.37	Cc1ccc(C(C)C)cc1OCC(=O)NC1CCCCCCC1
i	-0.43	COc1ccccc1OCC(=O)NCCS(=O)(=O)N1CCN(c2ccccc2)CC1
i	0.79	CCOc1cc(C2NC(=O)NC2=O)ccc1O (stereo not given)
i	2.08	CCOC(=O)c1nc(Nc2ccccc2)c2ccccc2n1
i	0.22	CCNC(=O)NC(=O)C(C)Sc1nnc(COc2ccccc2Cl)o1 (stereo not given)
i	0.02	CSc1ccccc1C(=O)NCc1ccc(C)cc1
i	0.42	COc1cccc(S(=O)(=O)N2CCN(c3ccccc3F)CC2)c1
i	0.55	O=C(c1ccc(SCc2cccc(Br)c2)c([N+](=O)[O-])c1)N1CCN(c2ccccn2)CC1
i	0.38	CCc1nnc(NC(=O)CSc2nnc(Cc3cccn3C)n2CCOC)s1
